BioA inh – blocks M. tuberculosis BioA enzyme activity | purified M. tuberculosis BioA enzyme, plate reader | inhibition, % at 9.99 µM | 360,000 tested, 0.096% active | AID 602481; in the data active = inhibition above about 40%
* = called active by the depositor. Some of the compounds tested; the hit share may differ from the screen's.

structure | BioA inh
C[C@H](CO)N1C[C@H](C)[C@H](CN(C)C(=O)c2ccncc2)OCCCC[C@H](C)Oc2ccc(NC(=O)Cc3ccccc3)cc2C1=O | -1.5
COc1ccccc1C#Cc1ccc2c(c1)O[C@H](CN(C)C(C)=O)[C@@H](C)CN([C@@H](C)CO)S2(=O)=O | 1.6
C[C@H]1CN([C@@H](C)CO)C(=O)c2cccc(NS(=O)(=O)c3cccs3)c2O[C@H]1CN(C)Cc1ccc2c(c1)OCO2 | 0.1
C[C@H](CO)N1C[C@H](C)[C@H](CN(C)C(=O)Cc2ccncc2)Oc2ncc(C#CCN(C)C)cc2C1=O | -1.2
C[C@H]1CCCCO[C@@H](CN(C)Cc2ccccc2)[C@@H](C)CN([C@@H](C)CO)C(=O)c2cc(NC(=O)CCC(F)(F)F)ccc2O1 | 0.6
C[C@@H]1CN([C@@H](C)CO)C(=O)c2cc(NS(=O)(=O)c3cccs3)ccc2O[C@H]1CN(C)Cc1ccc(Oc2ccccc2)cc1 | -1.5
C[C@H](CO)N1C[C@H](C)[C@H](CN(C)S(=O)(=O)c2ccc(Cl)cc2)Oc2c(NC(=O)Nc3ccc(C(F)(F)F)cc3)cccc2C1=O | 0.9
C[C@@H]1CN([C@H](C)CO)S(=O)(=O)c2ccc(C#Cc3ccccc3)cc2O[C@H]1CN(C)S(C)(=O)=O | -2.7
C[C@@H]1CCCCO[C@H](CN(C)C(=O)c2ccccc2)[C@H](C)CN([C@H](C)CO)C(=O)c2cc(NC(=O)c3ccncc3)ccc2O1 | -1.1
O=C(C[C@@H]1CC[C@@H]2[C@H](COC[C@H](O)CN2C(=O)c2ccc(F)cc2)O1)N1CCCCC1 | -0.7
CNC(=O)C[C@@H]1CC[C@H]2[C@H](COc3ccc(NC(=O)c4ccc(OC)cc4)cc3C(=O)N2C)O1 | 0.0
COc1ccc(CN(C)C[C@@H]2OCCCC[C@@H](C)Oc3ccc(NC(=O)NC4CCCCC4)cc3C(=O)N([C@H](C)CO)C[C@@H]2C)cc1 | 5.0
CC(C)C#Cc1cnc2c(c1)C(=O)N([C@H](C)CO)C[C@@H](C)[C@@H](CN(C)C(=O)Nc1cccc(F)c1)O2 | -1.2
O=C(C[C@H]1C=C[C@@H](NC(=O)Nc2cc(F)ccc2F)[C@@H](CO)O1)NCc1ccccn1 | -2.2
CC(=O)N(C)C[C@H]1Oc2ncc(C#CCC3CCCC3)cc2C(=O)N([C@@H](C)CO)C[C@@H]1C | 1.3
C[C@H](O)C#Cc1ccc([C@@H]2[C@H](CO)N3CCCCN(CC4CCOCC4)C[C@@H]23)cc1 | -4.4
COc1ccccc1-c1cn(CC[C@H]2CC[C@H](NC(=O)Cc3ccccn3)[C@H](CO)O2)nn1 | -0.2
Cc1noc(C)c1NC(=O)N(C)C[C@H]1Oc2c(NC(=O)Nc3ccc(C(F)(F)F)cc3)cccc2C(=O)N([C@@H](C)CO)C[C@H]1C | 1.8
C[C@H]1CCCCO[C@H](CN(C)C(=O)CCCN(C)C)[C@@H](C)CN([C@@H](C)CO)C(=O)c2cc(NS(C)(=O)=O)ccc2O1 | -2.5
O=C(NCC[C@H]1CC[C@H](NS(=O)(=O)Cc2ccccc2)[C@@H](CO)O1)C1CCCCC1 | 4.2
C[C@@H]1CN([C@H](C)CO)C(=O)c2cccc(NC(=O)c3cnccn3)c2O[C@@H]1CN(C)Cc1ccc(Cl)c(Cl)c1 | 2.4
CN1c2ccc(C#Cc3cccnc3)cc2[C@@H]2[C@@H](CCN2S(=O)(=O)c2cccc(F)c2)[C@@H]1CO | -1.4
C[C@H](CO)N1C[C@H](C)[C@H](CN(C)CC2CCCCC2)Oc2c(NC(=O)Nc3ccccc3)cccc2C1=O | 0.2
Cc1ccc(S(=O)(=O)N(C)C[C@@H]2OCCCC[C@@H](C)Oc3ccc(NC(=O)c4ccccc4)cc3C(=O)N([C@@H](C)CO)C[C@H]2C)cc1 | -1.6
CCC(=O)Nc1ccc2c(c1)C(=O)N(C)[C@H]1CC[C@@H](CC(=O)NCc3ccc(OC)cc3)O[C@H]1CO2 | 0.7

Reformatted as labelled records: 2 of the compounds above.
CNC(=O)C[C@@H]1CC[C@H]2[C@H](COc3ccc(NC(=O)c4ccc(OC)cc4)cc3C(=O)N2C)O1
  BioA inh: 0.0
COc1ccc(CN(C)C[C@@H]2OCCCC[C@@H](C)Oc3ccc(NC(=O)NC4CCCCC4)cc3C(=O)N([C@H](C)CO)C[C@@H]2C)cc1
  BioA inh: 5.0

The listing picks up with the 6 entries that preceded the break.
structure | BioA inh
O=C(NCC[C@H]1CC[C@H](NS(=O)(=O)Cc2ccccc2)[C@@H](CO)O1)C1CCCCC1 | 4.2
C[C@@H]1CN([C@H](C)CO)C(=O)c2cccc(NC(=O)c3cnccn3)c2O[C@@H]1CN(C)Cc1ccc(Cl)c(Cl)c1 | 2.4
CN1c2ccc(C#Cc3cccnc3)cc2[C@@H]2[C@@H](CCN2S(=O)(=O)c2cccc(F)c2)[C@@H]1CO | -1.4
C[C@H](CO)N1C[C@H](C)[C@H](CN(C)CC2CCCCC2)Oc2c(NC(=O)Nc3ccccc3)cccc2C1=O | 0.2
Cc1ccc(S(=O)(=O)N(C)C[C@@H]2OCCCC[C@@H](C)Oc3ccc(NC(=O)c4ccccc4)cc3C(=O)N([C@@H](C)CO)C[C@H]2C)cc1 | -1.6
CCC(=O)Nc1ccc2c(c1)C(=O)N(C)[C@H]1CC[C@@H](CC(=O)NCc3ccc(OC)cc3)O[C@H]1CO2 | 0.7
COCC(=O)N(C)C[C@@H]1Oc2ncc(C#Cc3ccc(OC)cc3)cc2C(=O)N([C@H](C)CO)C[C@H]1C | -1.3
O=C(CC1CC1)N[C@H]1CC[C@H](CCNS(=O)(=O)c2ccc(Cl)cc2)O[C@H]1CO | -1.0
COc1ccccc1S(=O)(=O)N[C@@H]1C=C[C@@H](CC(=O)N2CCOCC2)O[C@H]1CO | 2.2
Cc1noc(C)c1NC(=O)Nc1ccc2c(c1)C(=O)N([C@@H](C)CO)C[C@@H](C)[C@@H](CN(C)C(=O)Nc1ccc(F)cc1)OCCCC[C@@H](C)O2 | -0.9
COc1cccc(-c2ccc([C@H]3[C@@H](CO)N4CCCCN(S(=O)(=O)c5cccs5)C[C@@H]34)cc2)c1 | 4.5
C[C@@H]1CN([C@@H](C)CO)S(=O)(=O)c2ccc(C#Cc3cccc(F)c3)cc2O[C@H]1CN(C)C(=O)NC1CCCCC1 | -3.5
CC(C)(O)C#Cc1ccc([C@H]2[C@@H](CO)N3CCCCN(C(=O)c4cccnc4)C[C@@H]23)cc1 | 3.7
C[C@@H]1CN([C@@H](C)CO)C(=O)c2cccc(NS(=O)(=O)c3ccc(Cl)cc3)c2O[C@@H]1CN(C)C(=O)Nc1ccc(F)cc1 | -2.3
CO[C@@H]1CC[C@@H]2CCOc3ccc(C#N)cc3C(=O)N(C)C[C@@H](OC)[C@@H](C)C(=O)N(C)C[C@H]1O2 | -1.0
N#C[C@H]1[C@@H](c2ccc(-c3ccncc3)cc2)[C@@H](CO)N1C(=O)C1CCCC1 | -1.0
C[C@@H](C(=O)N(C)C[C@H]1OCc2ccccc2-c2ccccc2C(=O)N([C@@H](C)CO)C[C@@H]1C)c1ccccc1 | 0.1
CN1CCCCN2[C@H](CO)[C@@H](c3ccc(-c4cccnc4)cc3)[C@H]2C1 | 2.3
C[C@@H]1CN([C@H](C)CO)C(=O)CCCn2cc(nn2)CO[C@H]1CN(C)Cc1cccc(C(=O)O)c1 | -5.7
COCCNC(=O)C[C@H]1C=C[C@H](NC(=O)NC2CCCC2)[C@@H](CO)O1 | -3.1
CCCC#Cc1cnc2c(c1)C(=O)N([C@@H](C)CO)C[C@@H](C)[C@H](CN(C)C(=O)c1cccnc1)O2 | -2.3
O=C(N[C@@H]1CC[C@@H](CCNS(=O)(=O)c2ccc(Cl)cc2)O[C@H]1CO)c1cccnc1 | 6.7
O=C(NC[C@H]1[C@@H](c2ccccc2)[C@@H](CO)N1Cc1ccccn1)C1CCC1 | 3.2
COc1ccc(S(=O)(=O)N2C[C@@H](O)COC[C@@H]3O[C@@H](CC(=O)N[C@@H]4CCN(Cc5ccccc5)C4)CC[C@H]32)cc1 | 0.6
O=C(Nc1ccc2c(c1)OCO2)N[C@@H]1CC[C@@H](CC(=O)N2CCN(c3ccccc3)CC2)O[C@H]1CO | -0.2
C[C@H](CO)N1C[C@H](C)[C@H](CN(C)C(=O)Nc2ccc3c(c2)OCO3)Oc2ccc(NS(=O)(=O)c3cn(C)cn3)cc2C1=O | 4.1
Cc1ccc(-c2ccc3c(c2)O[C@@H](CN(C)Cc2cccc(C(=O)O)c2)[C@H](C)CN([C@H](C)CO)S3(=O)=O)cc1 | 8.4
CCNC(=O)C[C@H]1CC[C@@H]2[C@@H](COc3ccc(NC(=O)C4CCCCC4)cc3C(=O)N2C)O1 | 0.6
COc1ccc(NC(=O)Nc2ccc3c(c2)[C@H]2C[C@H](CC(=O)NCc4ccncc4)O[C@@H](CO)[C@H]2O3)cc1 | -0.4
C[C@H]1CN([C@@H](C)CO)C(=O)c2cccc(N(C)C)c2O[C@@H]1CN(C)Cc1ccc2c(c1)OCO2 | 1.2
O=C(C[C@@H]1CC[C@@H](NS(=O)(=O)c2ccccc2F)[C@@H](CO)O1)NCCCN1CCOCC1 | -0.4

More entries follow.
structure | BioA inh
CN(C)CCCNC(=O)C[C@@H]1CC[C@H]2[C@H](COc3ccc(NC(=O)c4cccc(F)c4)cc3C(=O)N2C)O1 | 0.3
C[C@@H](O)C#Cc1cnc2c(c1)C(=O)N([C@@H](C)CO)C[C@H](C)[C@H](CN(C)Cc1cncnc1)O2 | 2.0
C[C@@H]1CN([C@H](C)CO)C(=O)c2ccccc2-c2ccccc2CO[C@@H]1CN(C)S(=O)(=O)c1ccc(Cl)cc1 | 1.9
C[C@@H]1CN([C@H](C)CO)C(=O)c2cc(NC(=O)Nc3ccc(F)cc3)ccc2O[C@@H](C)CCCCO[C@@H]1CN(C)Cc1ccc2c(c1)OCO2 | -0.2
O=C(C1CCOCC1)N1CC[C@@H]2[C@H](CO)Nc3ccc(-c4ccc(F)cc4)cc3[C@@H]21 | 1.5
Cc1ccc(S(=O)(=O)N(C)C[C@@H]2Oc3ccc(NC(=O)Nc4ccc(C(F)(F)F)cc4)cc3CC(=O)N([C@@H](C)CO)C[C@H]2C)cc1 | 1.7
O=C(Nc1ccccc1F)N[C@@H]1CC[C@H](CCNC(=O)C2CCCCC2)O[C@H]1CO | 0.3
C[C@H](CO)N1C[C@H](C)[C@H](CN(C)S(=O)(=O)c2cccc(F)c2)Oc2ncc(C#CC3(O)CCCC3)cc2C1=O | -0.4
O=C(C[C@H]1CC[C@H]2NC[C@H](O)COC[C@@H]2O1)Nc1nccs1 | -0.8
CCCNC(=O)N1C[C@H]2[C@@H](c3ccccc31)[C@H](CO)N2CC1CCCCC1 | 0.9
COCC(=O)N1CC[C@@H]2[C@H]1c1cc(-c3ccc(F)cc3)ccc1N(C)[C@H]2CO | 13
C[C@H](CO)N1C[C@H](C)[C@H](CN(C)S(=O)(=O)c2cccc(F)c2)Oc2ncc(C#Cc3ccc(F)cc3)cc2C1=O | 0.6
C[C@@H]1CCCCO[C@@H](CN(C)Cc2ccc(Cl)c(Cl)c2)[C@@H](C)CN([C@@H](C)CO)C(=O)c2cc(NS(C)(=O)=O)ccc2O1 | 1.7
C[C@@H]1CCCCO[C@@H](CN(C)C(=O)c2ccncc2)[C@H](C)CN([C@H](C)CO)C(=O)c2cc(NC(=O)C3CCCCC3)ccc2O1 | -1.9
C[C@@H]1CN([C@@H](C)CO)C(=O)Cc2cc(NC(=O)Nc3cccc4ccccc34)ccc2O[C@H]1CN(C)Cc1ccc(C(F)(F)F)cc1 | -1.9
C[C@@H]1CCCCO[C@@H](CN(C)C(=O)C2CCCCC2)[C@H](C)CN([C@H](C)CO)C(=O)c2cc(NC(=O)Nc3ccccc3)ccc2O1 | 0.4
C[C@@H]1CN([C@H](C)CO)C(=O)c2cc(-c3ccc(C#N)cc3)cnc2O[C@@H]1CN(C)C(=O)c1cccnc1 | 2.2
O=C(C[C@H]1CC[C@H](NC(=O)Nc2cc(F)ccc2F)[C@H](CO)O1)Nc1ccccc1 | 5.4
C[C@@H]1CN([C@@H](C)CO)C(=O)Cc2cc(NS(C)(=O)=O)ccc2O[C@@H]1CN(C)CC1CCCCC1 | 1.0
CN1C(=O)c2cc(NS(=O)(=O)c3ccc(Cl)cc3)ccc2OC[C@H]2O[C@@H](CC(=O)N3CCc4ccccc4C3)CC[C@H]21 | -3.9
C[C@@H]1CCCCO[C@@H](CN(C)C(=O)c2ccccc2)[C@H](C)CN([C@H](C)CO)C(=O)c2cc(NS(=O)(=O)c3cccs3)ccc2O1 | 1.0
O=C(C[C@@H]1C[C@@H]2c3cc(NC(=O)CC4CC4)ccc3O[C@@H]2[C@H](CO)O1)NCC1CC1 | -0.7
O=C(N[C@H]1C=C[C@H](CC(=O)N2CCOCC2)O[C@@H]1CO)c1ccccn1 | -2.7
CCCN1[C@H](C(=O)N[C@@H](C)c2ccccc2)[C@@H](CO)[C@@H]2Cn3c(ccc(-c4ccccc4)c3=O)[C@@H]21 | 0.7
CN(C)C(=O)c1ccc(-c2ccc([C@@H]3[C@H]4CN(C(=O)C5CC5)CCCCN4[C@H]3CO)cc2)cc1 | -0.4

New compounds follow:
structure | BioA inh
COc1cccc(S(=O)(=O)N2C[C@@H](O)COC[C@@H]3O[C@@H](CC(=O)N4CCOCC4)CC[C@H]32)c1 | 0.3
CNC[C@@H]1Oc2cc(C#CC3(O)CCCC3)ccc2S(=O)(=O)N([C@@H](C)CO)C[C@@H]1C | 1.4
CCCNC(=O)[C@@H]1[C@@H](CO)[C@@H]2Cn3c(ccc(-c4cccc(F)c4)c3=O)[C@H]1N2C(=O)c1ccccn1 | -0.9
CN(C)CC(=O)N[C@H]1CC[C@@H](CCn2cc(CN(C)C)nn2)O[C@H]1CO | 2.6
C[C@@H](NC(=O)C[C@H]1C=C[C@H](NC(=O)C2CCOCC2)[C@@H](CO)O1)c1ccccc1 | 2.2
CN1C(=O)c2cc(NC(=O)c3ccc(F)cc3)ccc2OC[C@@H]2O[C@@H](CC(=O)O)CC[C@@H]21 | -0.7
C[C@H]1CN([C@@H](C)CO)C(=O)Cc2cc(NC(=O)Nc3ccc4c(c3)OCO4)ccc2O[C@H]1CN(C)S(=O)(=O)c1ccc(Cl)cc1 | 0.3
